EWS-Fli block: EWS/Fli-driven NR0B1 reporter inhibitors, primary screen, A673 cells, NR0B1 luciferase, luminescence, MLPCN library; viability-normalised; 350,000 compounds, 0.67% hits; inhibition, % at 12.6 µM;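 active = mean inhibition of at least 50% after viability correction, with every replicate also passing that limit; inconclusive = mean reaches 50% but only one of two replicates passes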;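 note: firefly luciferase signal divided by Alamar Blue viability fluorescence both relative to DMSO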
FN deposition inh: inhibitors of fibronectin matrix deposition, primary screen, AH1F cells, Alexa488-fibronectin fluorescence, plate reader; inhibition, % at 12.6 µM; AID 743247, 2014; AH1F fibroblasts, overnight; 350,000 compounds, 0.086% hits;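 active = mean inhibition across replicates of 30% or more, regardless of how many single replicates reach that level; inconclusive = mean under 30% yet at least half of replicates reach 30%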;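 note: positive control wells lacked labelled fibronectin entirely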
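Material: AH1F fibroblasts assembling fluorescent fibronectin matrix; amount: 10000 AH1F cells/well; medium: DMEM, 2% serum; reagent: Alexa488-fibronectin, 24 nM final in well; dosing: single compound dose, delivered by pin transfer; incubation: 1 h adhesion, overnight exposure; detection: fluorescence after three HBSS washes, excitation 485 nm, emission 525 nm; measure: fibronectin deposition inhibition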
DENV2 CPE: inhibitors of DENV2 cytopathic effect, primary screen, cell-based, plate reader, single concentration | AID 651640, 2012 | DENV2-infected cells, cytopathic effect rescue | 350,000 compounds, 1.7% hits | CPE inhibition, % at 9.99 µM; in the data active = CPE inhibition above about 20%, passing the limit was not always enough; inconclusive = no clear call, values can overlap the other calls; tested in BHK-21 cells;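 note: 0% = median of neutral control wells and 100% = median of positive control wells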
PAX8 reporter: inhibitors of PAX8-driven TPO luciferase reporter, primary screen, RMG-I cells, single concentration. SteadyGlo, 24 h. inhibition, % at 12.6 µM. 360,000 compounds, 1.2% hits. AID 652154, 2013;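 active = mean replicate inhibition at least 60% with every replicate also reaching 60%; inconclusive = only one of the two criteria is met; inactive = mean below 60% and not all replicates reaching 60%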;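 note: luciferase light reporting Pax8 driven TPO promoter activity; plate controls were median of neutral control wells for no effect and mitoxantrone controls for full effect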
INS-1E GSIS act: GLuc luminescence reporter in INS-1E cells, primary screen for activators of glucose-dependent secretion of insulin; INS-1E GLuc reporter insulin secretion, 2-3 h; activation, % at 16.6 µM; 370,000 compounds, 0.61% hits;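 active = lowest replicate activation of at least 40%, so every replicate reaches that level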;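 note: 0% = median of neutral control wells and 100% = median of IBMX positive control wells; some compounds called inactive have numbers as strong as hits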
miR-122 sensor: miR-122 Renilla sensor signal increase in Huh7, primary screen, miR-122 inhibitor project, cell-based, single point, plate reader; Huh7 miR-122 Renilla luciferase sensor, 48 h; neutral wells = 0, positive control = 100; activation (reporter increase), % at 12.5 µM; 340,000 compounds, 0.3% hits; AID 602342, 2012;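 active = mean replicate activation score at least 90 and every replicate individually at or above 90; inconclusive = only one of the two criteria met; inactive = neither criterion met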;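 note: higher luciferase means less miR-122 activity so hits act as miR-122 inhibitors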
F508del corr: F508del CFTR correction, initial screen, CFBE line, single point; 350,000 compounds, 0.36% hits; CFBE cells, YFP halide quenching; stimulated with forskolin plus potentiator P3; % fluorescence drop versus neutral controls; activity (quench increase), % at 7.58 µM; AID 720511, 2013;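 active = mean added fluorescence quench of at least 8% versus neutral control, with both replicates also reaching 8%; inconclusive = only one of the mean or replicate conditions met; inactive = mean below 8% and not both replicates reaching 8%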;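 note: cells transiently co-express mutant CFTR-F508del with the halide-sensitive YFP; corrector assay measuring rescue of mutant channel to the surface after 24 h compound exposure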
* = called active by the depositor; ? = inconclusive; . = not tested or not shown; [ ] = another dose, or the depositor's remark. An unsorted share of the library; 3.9% or so of the library scored in one or more.

SMILES | EWS-Fli block | FN deposition inh | DENV2 CPE | PAX8 reporter | INS-1E GSIS act | miR-122 sensor | F508del corr
Cc1cc(NC(=O)CCc2c[nH]c3ccccc23)ccc1Oc1cccnc1 | 30.4 | 4.1 | 3.4 | -0.7 | -30.5 | . | 1.7
COCCN1C(=O)C(=O)/C(=C(/O)c2ccc(S(=O)(=O)N3CCCCC3)cc2)C1c1ccc(OC)cc1 (stereo not given) | -3.0 | 4.5 | ? | -6.6 | 0.0 | -3.8 | 2.6
Cc1ccc(N(C)S(=O)(=O)c2cccc(C(=O)Oc3ccc4c(C)cc(=O)oc4c3)c2)cc1 | 7.4 | -0.8 | 6.8 | 2.1 | 61.1 | . | .
COc1ccc(-c2ccc3c(c2)[C@H]2[C@H](CCN2S(=O)(=O)c2ccc(OC)cc2)[C@H](CO)N3)cc1 | -3.6 | 14.5 | 54.4* | 58.5 | 0.2 | -0.1[16.7 µM] | 2.9
Cc1cc(=O)oc2ccc(OCC(=O)N(Cc3ccc(F)cc3)Cc3ccco3)cc12 | . | -7.7 | . | -16.0 | . | -5.3 | .
O=C1CCCC2=C1C(c1cccc(O)c1)C1=C(N2)c2ccccc2C1=O (stereo not given) | 1.9 | -12.6 | -2.4 | 2.6 | -11.1 | . | 0.8
COc1ccc(C#Cc2cnc3c(c2)C(=O)N([C@H](C)CO)C[C@H](C)[C@H](CN(C)Cc2cccc(C)c2)O3)cc1OC | 16.2 | -5.7 | 8.5 | . | -23.2 | -11.4[16.7 µM] | -1.6
C/C(N)=C(/C#N)C(=O)CSc1nc2ccccc2[nH]1 | . | 6.9 | . | . | 3.7 | -4.2 | .
CO[C@@H](CN(C)S(=O)(=O)c1ccc(Cl)cc1)[C@H](C)CN([C@H](C)CO)S(=O)(=O)c1cccc(Cl)c1 | -6.4 | -3.4 | 2.6 | -13.2 | -25.9 | . | 5.2
CCOC(=O)Cn1c(CN2CCN(c3cccc(Cl)c3)CC2)nc2c1c(=O)[nH]c(=O)n2C | -1.3 | -9.8 | 0.4 | 9.8 | -3.5 | 2.7 | 1.5
O=C(CSc1ccc(Cl)cc1)NC(=O)NCc1ccco1 | 5.3 | 1.5 | -0.2 | -2.1 | 10.2 | . | -0.1
O=C(COC(=O)c1cccnc1Cl)Nc1ccc(N2CCOCC2)cc1 | -11.4 | . | 13.5 | -9.7 | . | -1.0 | 0.6
Cc1cccc(OCCn2c(S(=O)(=O)O)nc3ccccc32)c1 | 4.2 | . | . | . | 20.2 | 0.4 | -3.9
CC(=O)Nc1nonc1-c1nc2ccccc2n1Cc1ccccc1 | . | 1.2 | . | 23.1 | . | -1.2 | .
CS(=O)(=O)N(CC(=O)NC1CCCC1)C1CCCCC1 | -2.8 | 5.5 | -4.8 | 9.3 | . | 2.2 | -0.9
CC(C)C[C@@H](CNCC(=O)[C@H](CC(C)C)NC(=O)c1[nH]cnc1C(=O)N[C@@H](C)CN)NC(=O)c1nc[nH]c1C(=O)N[C@@H](Cc1ccccc1)C(=O)O | 2.2 | -6.6 | -11.5 | 0.3 | -3.3 | . | 0.6
COc1cc(C(=O)NCCOc2ccc(Cl)cc2)ccc1OCc1c(C)noc1C | 13.7 | 15.4 | 1.1 | 25.1 | 6.2 | 12.3 | 3.1
CCc1ccccc1N1CCN(S(=O)(=O)c2cc(OC)ccc2OC)CC1 | . | 3.7 | . | . | -19.2 | 0.6 | .
O=C(Oc1ccccc1)N1CCOCC1 | 11.1 | 2.9 | -3.6 | 23.6 | 1.5 | 4.8 | 3.1
Oc1ccc(Cc2ccc(Cl)cc2)c(O)c1 | 5.3 | 12.8 | 1.8 | 6.0 | -18.0 | -1.2 | 0.1
CC(C)c1ccc2c(c1)C(N1CCN(C)CC1)Cc1cccnc1S2 (stereo not given) | 7.6 | -2.2 | 16.5 | 29.8 | -37.7 | . | 1.1
COc1ccc2c3c([nH]c2c1)[C@@H](CO)N(CC1CCOCC1)CC31CN(CC2CCOCC2)C1 | -4.0 | . | -11.6 | . | 11.0 | . | 0.2
Oc1ccc2oc3c(c2c1C=NCc1ccncc1)CCCC3 | -3.0 | -4.7 | -1.0 | -6.5 | -3.7 | -2.8 | 0.1
Cc1ccc(CNC(=O)C(=O)NCC2OCCCN2S(=O)(=O)c2cccs2)cc1 (stereo not given) | -1.0 | . | -9.3 | 2.1 | 20.4 | -0.1 | -0.7
Cc1ccc(CNC(=O)CN(C(=O)N2CCN(C)CC2)S(=O)(=O)c2ccc(C)cc2)cc1 | -1.6 | 3.1 | -4.0 | 3.4 | 5.9 | . | -1.3
O=C(Nc1nccs1)[C@H]1[C@H](CO)[C@H]2Cn3c(ccc(-c4cncnc4)c3=O)[C@H]2N1CC1CCCC1 | -2.6 | -0.3 | -0.1 | -13.0 | 0.4 | . | .
CCCCn1c(N)c(N(CCOC)C(=O)c2ccc(C)c(S(=O)(=O)N3CCCCC3)c2)c(=O)[nH]c1=O | -1.3 | -2.6 | ? | -0.2 | 7.8 | 0.6 | -1.1
CCCN1[C@@H]2c3ccc(-c4ccccc4)c(=O)n3C[C@@H]2[C@@H](CO)[C@@H]1C(=O)N[C@@H](C)c1ccccc1 | 0.8 | . | 1.0 | . | -18.3 | 3.0[16.7 µM] | -1.1
OC[C@H]1[C@@H](c2ccc(/C=C/c3ccccc3)cc2)[C@@H]2CN(Cc3cccnc3)CCCCN12 | 1.9 | . | . | -12.4 | -11.7 | -3.9[16.7 µM] | 1.1
COCCN(C(=O)c1ccc2c(c1)S(=O)(=O)N=C1CCCCCN12)c1c(N)n(CC(C)C)c(=O)[nH]c1=O | 3.0 | -5.7 | 5.4 | -10.2 | 12.6 | -2.5 | 0.8
O=C(Nc1ccc2c(c1)OCO2)C1CCCCN1S(=O)(=O)c1ccc(F)cc1 (stereo not given) | . | 5.6 | . | -12.3 | . | -11.6 | .
C[C@@H]1CN([C@@H](C)CO)C(=O)c2cc(NC(=O)Nc3cccc4ccccc34)ccc2O[C@@H](C)CCCCO[C@H]1CN(C)S(=O)(=O)c1cccs1 | 7.1 | . | 0.6 | -9.2 | 8.3 | 4.4[16.7 µM] | 1.0
COc1ccccc1N(CC(=O)NCCSc1ccc(Cl)cc1)S(C)(=O)=O | -0.3 | . | 8.0 | 1.8 | 8.5 | 2.4 | .
COc1ccc(NC(=O)N(C)C[C@@H]2OCCCC[C@@H](C)Oc3ccc(NC(=O)Nc4ccc(C(F)(F)F)cc4)cc3C(=O)N([C@H](C)CO)C[C@@H]2C)cc1 | -9.5 | . | -2.3 | -5.7 | 6.3 | 1.6[16.7 µM] | -1.8
NC(=O)c1ccccc1NC(=O)c1cc(S(=O)(=O)N2CCCCC2)ccc1N1CCOCC1 | -0.7 | -15.2 | -0.4 | 5.9 | . | -7.9 | -2.9
Cc1ccccc1OCc1ccc(C(=O)N2CC(C)OC(C)C2)o1 (stereo not given) | -2.4 | 11.5 | -2.1 | 7.2 | 8.8 | 5.4 | -1.5
O=c1ccc(Cc2ccc(Cl)cc2)n[nH]1 | 4.0 | . | -0.2 | 3.3 | 1.8 | . | .
CC(C)NC(=O)N(C)C[C@@H]1OCCCC[C@@H](C)Oc2ccc(NC(=O)C3CCCCC3)cc2C(=O)N([C@H](C)CO)C[C@H]1C | . | 4.1 | 3.1 | 12.8 | -7.2 | -12.6[16.7 µM] | 0.4
Oc1cc(-n2cccn2)c(O)cc1-n1cccn1 | -8.4 | 4.1 | 0.5 | 4.2 | 19.6 | 3.2 | -4.8
CCOC(=O)/C=C/C(=O)Nc1ccccc1-c1ccccc1NC(=O)/C=C/C(=O)OCC | 17.8 | 4.8 | 1.8 | 14.4 | -3.3 | . | .

With a hit mark in DENV2 CPE, of those listed so far:
Structure	DENV2 CPE	INS-1E GSIS act	miR-122 sensor	F508del corr
COc1ccc(-c2ccc3c(c2)[C@H]2[C@H](CCN2S(=O)(=O)c2ccc(OC)cc2)[C@H](CO)N3)cc1	54.4*	0.2	-0.1[16.7 µM]	2.9

The listing continues:
SMILES | EWS-Fli block | FN deposition inh | DENV2 CPE | PAX8 reporter | INS-1E GSIS act | miR-122 sensor | F508del corr
C[C@@H]1CN([C@H](C)CO)C(=O)c2cc(NC(=O)CCCN(C)C)ccc2O[C@@H]1CN(C)S(=O)(=O)c1cccs1 | 12.2 | . | -3.5 | . | 5.5 | 2.1[16.7 µM] | -1.4
Cc1cccc(CSc2cn(CC(=O)N3CCOCC3)c3ccccc23)c1 | -124.7 | -1.3 | 1.7 | 56.2 | -19.3 | 11.4 | -0.4
O=C(COc1ccc(C(=O)c2ccc(F)cc2)cc1)Nc1cccc(S(=O)(=O)N2CCOCC2)c1 | 8.5 | -8.7 | -5.5 | 18.7 | -40.5 | . | -2.3
COc1nc(C)ccc1-c1noc(-c2cccs2)n1 | -20.8 | 3.9 | -4.8 | -74.9 | 17.2 | 3.6 | -0.3
O=C(c1ccco1)N1CCN(Cc2cc(=O)oc3cc(O)ccc23)CC1 | -0.3 | 3.9 | -3.6 | 17.0 | . | -0.4 | 4.3
COc1cccc(CN2C(=NC(=O)C3CCCO3)SC3CS(=O)(=O)CC32)c1 (stereo not given) | -1.1 | 14.7 | 4.3 | -9.1 | 13.3 | -4.2 | 2.9
Cc1ccc(NC(=O)c2cc(=O)[nH]c3ccccc23)cc1 | 7.9 | 1.8 | 4.3 | 24.7 | -3.5 | 7.2 | -2.6
COc1ccc(NC(=O)c2cccc3cccnc23)cc1S(N)(=O)=O | -31.3 | -12.1 | 4.7 | -26.5 | 10.4 | 14.9 | 2.7
O=C(CSc1nnc(NC(=O)c2ccco2)s1)Nc1ccccc1F | 10.8 | 7.7 | 19.6 | -6.8 | 16.9 | 0.2 | -3.0
COc1ccc(CCC(=O)N(c2nnc(-c3cccnc3)s2)C(C)C)cc1 | 1.8 | 5.7 | -2.2 | 3.3 | -0.7 | . | 2.0
O=C(N[C@H]1CC[C@H](CCn2cc(-c3ccc(F)cc3)nn2)O[C@H]1CO)c1cnccn1 | 3.2 | . | 4.1 | -2.8 | -11.1 | . | 0.6
CN1CCN(/N=C/c2ccc(Cl)c(Cl)c2)CC1 | . | -0.6 | . | -139.9 | 4.8 | . | .
CCCn1nc(C(=O)OCn2nnc3ccccc3c2=O)c2ccccc2c1=O | 2.8 | 1.2 | 0.6 | -4.6 | 13.5 | . | .
O=C(C[C@H]1C=C[C@@H](NS(=O)(=O)c2ccccc2)[C@@H](CO)O1)NCCN1CCCCC1 | 2.5 | 0.6 | -3.9 | -3.6 | 7.4 | . | 0.4
COc1ccc(C(=O)NCc2ccc3c(c2)CCO3)cc1 | 1.4 | 4.6 | -2.2 | -76.2 | 13.4 | . | 0.6
Cc1cccc(C)c1N(Cc1ccccc1F)S(C)(=O)=O | -6.5 | 8.0 | 7.4 | -11.7 | -9.1 | -0.8 | -1.9
O=C(CCCn1c(=O)oc2ccccc21)Nc1cccnc1 | . | 3.9 | . | -13.6 | . | -5.8 | .
CCCCNCC1CCCO1 (stereo not given) | -8.2 | 0.9 | 3.0 | 2.2 | 41.4* | . | -0.7
C[C@H]1CN([C@@H](C)CO)S(=O)(=O)c2ccc(C3=CCCCC3)cc2O[C@@H]1CN(C)C(=O)C1CC1 | 0.5 | . | -3.2 | . | -6.3 | 23.6[16.7 µM] | -1.1

Screening results deposited in PubChem by Broad Institute.
